Screening data from PubChem BioAssay.
Rin1-Abl PPI inh = inhibitors of human Rin1-Abl protein interaction | P00519+Q13671 | TR-FRET Rin1/Abl binding, biochemical | inhibition, % at 7.35 µM | 360,000 compounds, 0.4% hits | AID 588664; in the data active = inhibition above about 5%, passing the limit was not always enough
MLLE-PAM2 inh = inhibitors of microRNA-mediated deadenylation, human PABP1 MLLE binding; AID 588489; GST-MLLE / FITC-PAM2 fluorescence polarization; inhibition, % at 20 µM; 360,000 compounds, 0.36% hits; in the data active = inhibition above about 35%, passing the limit was not always enough;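 note: plate controls were DMSO wells with GST-MLLE for no effect and wells lacking GST-MLLE protein for full effect; some results filed as inactive read as strong as hits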
Target sequence (P11940 whole entry, looked up): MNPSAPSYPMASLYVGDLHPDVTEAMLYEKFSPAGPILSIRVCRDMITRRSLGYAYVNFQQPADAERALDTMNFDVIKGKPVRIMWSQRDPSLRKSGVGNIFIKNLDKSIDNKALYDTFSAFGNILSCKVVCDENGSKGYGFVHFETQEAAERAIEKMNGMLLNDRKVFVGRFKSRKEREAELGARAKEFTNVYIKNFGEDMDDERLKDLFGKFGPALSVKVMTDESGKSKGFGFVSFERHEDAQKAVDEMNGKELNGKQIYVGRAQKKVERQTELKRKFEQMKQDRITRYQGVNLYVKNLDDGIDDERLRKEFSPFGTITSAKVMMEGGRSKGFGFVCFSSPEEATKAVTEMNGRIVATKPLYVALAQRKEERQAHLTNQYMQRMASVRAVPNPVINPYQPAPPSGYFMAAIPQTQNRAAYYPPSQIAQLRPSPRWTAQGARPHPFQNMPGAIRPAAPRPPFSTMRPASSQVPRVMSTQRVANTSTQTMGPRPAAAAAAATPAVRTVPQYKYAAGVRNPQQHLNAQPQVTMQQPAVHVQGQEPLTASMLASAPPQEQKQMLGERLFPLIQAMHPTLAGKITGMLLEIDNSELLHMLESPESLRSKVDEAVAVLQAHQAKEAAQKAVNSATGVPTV
eLon inh = inhibits E. coli Lon protease | P0A9M0 | purified E. coli Lon protease, fluorescence polarization | inhibition, % at 7.94 µM | 360,000 compounds, 0.42% hits; in the data active = inhibition above about 13%, passing the limit was not always enough;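 note: 0% = enzyme with probe and DMSO and 100% = no enzyme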
CSN inh = CSN deneddylation inhibition | AID 651999 | Purified CSN, SCF-Nedd8-OG deneddylation, fluorescence polarization | inhibition, % at 12.5 µM | 360,000 compounds, 0.38% hits;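 active = pattern-corrected inhibition above about 35%, with an unprinted fluorescence ratio check between 0.5 and 1.5, limit read from the data, passing the limit was not always enough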;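 note: 0% = enzyme with substrate and 100% = substrate without enzyme; some results filed as inactive read as strong as hits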
Target sequence (Q92905 whole entry, looked up, one chain of several): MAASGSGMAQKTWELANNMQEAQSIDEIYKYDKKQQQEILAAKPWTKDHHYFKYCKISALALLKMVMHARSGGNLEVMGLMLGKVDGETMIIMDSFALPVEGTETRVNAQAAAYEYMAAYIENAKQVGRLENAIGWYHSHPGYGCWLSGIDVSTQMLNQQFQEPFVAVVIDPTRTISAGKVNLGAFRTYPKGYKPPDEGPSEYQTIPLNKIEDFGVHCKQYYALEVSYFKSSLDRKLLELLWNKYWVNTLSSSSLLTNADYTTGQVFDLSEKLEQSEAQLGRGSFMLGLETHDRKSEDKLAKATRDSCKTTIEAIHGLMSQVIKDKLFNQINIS
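Assay system: purified human Csn5 enzyme expressed in HEK293T cells; measure: % inhibition; also added: SCFSkp2-Nedd8OG substrate at 10 nM final; technique: fluorescence polarization; times: reaction 90 min, room temperature; medium: Tris buffer pH 7.5, NaCl, DTT, Tween-20, trehalose, ovalbumin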
bovine MsrA act = bovine methionine sulfoxide reductase A activation; 360,000 compounds, 0.3% hits; activation, % at 10.6 µM; AID 602163; purified bovine MsrA, absorbance read-out; in the data active = activation above about 7.5%;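 note: 0% = vehicle and 100% = reference activator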
Neddylation inh = blocks human cullin neddylation; TR-FRET cullin neddylation, biochemical; P61081+Q13564; AID 651699; calls only at 25 µM; 360,000 compounds, 0.58% hits; in the data active = inhibition above about 36%
FAS-TE inh = FAS thioesterase (human) inhibition | inhibition, % at 15 µM | recombinant FAS-TE, OMFH fluorogenic substrate, fluorescence endpoint | 360,000 compounds, 0.67% hits | AID 602261;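 active = compounds whose normalised, plate-corrected inhibition of enzyme fluorescence in the single-dose primary screen is 50% or more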;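 note: 0% = DMSO with enzyme and 100% = substrate without enzyme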
TbMetRS inhib = blocks T. brucei methionyl-tRNA synthetase activity. AID 624268. 360,000 compounds, 0.4% hits. purified T. brucei MetRS, ATP depletion, Kinase-Glo luminescence. inhibition, % at 11.9 µM;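 active = inhibition above a per-plate cutoff of the control wells' mean inhibition plus 3 SD, cut at about 5.5% in these data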;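 note: 0% = DMSO wells median and 100% = median of wells with control inhibitor compound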
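technique = Kinase-Glo luminescence, ATP depletion format | system = purified MetRS (methionyl-tRNA synthetase) enzyme from Trypanosoma brucei | timing = 15 min preincubation, 2 h reaction, all 25 °C | evaluation = percent inhibition versus plate control medians | dosing = single dose, 11.9 µM final nominal, 0.9% final DMSO | also added = substrates ATP, L-methionine and bulk Escherichia coli tRNA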
MsrA inh = bovine MsrA inhibition | inhibition, % at 15.5 µM | AID 651718 | purified bovine MsrA, absorbance read-out | 360,000 compounds, 0.75% hits; in the data active = inhibition above about 4.5%;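 note: 0% = vehicle wells with enzyme and 100% = reference inhibitor wells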
An asterisk follows results filed as active; i = inactive; · = no result given.

Each structure is followed by: Rin1-Abl PPI inh	MLLE-PAM2 inh	eLon inh	CSN inh	bovine MsrA act	Neddylation inh	FAS-TE inh	TbMetRS inhib	MsrA inh
CN(CC(=O)N1CCN(c2ccccc2F)CC1)S(=O)(=O)c1cnc[nH]1
 : 5	8	5	9	-2	i	-6	-1.5	1.1
O=C(NC1CCCCC1)c1ccc2snnc2c1
 : 0	-3	-13	-4	-1	i	-1	0.5	0.1
O=C(NCCc1ccccc1)c1ccc2c(c1)OCO2
 : 1	3	-8	-4	1	i	-6	0.5	1.2
COc1ccc(CNC(=O)C2CCN(S(=O)(=O)c3ccccc3)CC2)cc1
 : 6	2	-16	5	-11	i	-4	-0.9	0.2
CCN(CC)CCn1c(NCc2cccc(OC)c2OC)nc2ccccc21
 : -1	-4	10	-1	0	i	-3	-0.9	0.0
CCC(C)Nc1nnc(SCC(=O)c2c(N)n(C3CC3)c(=O)[nH]c2=O)s1 (centres undefined)
 : 3	-7	-14	-7	-2	i	-4	-0.3	0.2
CC1CCCN(C(=O)Cn2nnc(-c3ccc(S(C)(=O)=O)cc3)n2)C1 (centres undefined)
 : 2	-49	-2	0	2	i	-4	-0.2	-0.5
COc1ccc(C(CNC(=O)c2cc3c(s2)CCC(C)C3)N2CCOCC2)cc1 (centres undefined)
 : -1	10	-3	-7	-10	i	12	-0.7	0.3
CCSc1nc(C)cc(Oc2ccc(=O)n(C)n2)n1
 : 0	-2	-4	0	-3	i	-6	-0.9	0.2
Cc1cccc(C)c1NC(=O)C1c2ccccc2OCC(=O)N1Cc1ccccc1 (centres undefined)
 : ·	·	7	1	2	i	-8	-0.2	-0.5
COc1ccc(CC(=O)O/N=C(\N)c2ccccc2)cc1OC
 : -3	3	-5	0	-3	i	-2	-1.3	0.2
CC(OC(=O)C1CCCO1)C(=O)NC1CCCC1 (centres undefined)
 : 0	0	-3	-3	-1	i	-7	-0.4	1.8
CN1/C(=C/C=C(C#N)C#N)C(C)(C)c2ccccc21
 : 2	i	-1	-105	-11	i	-133	-1.3	0.8
COc1ccc(-c2[nH]ncc2CN2CCC(C(=O)c3ccc(F)cc3)CC2)cc1
 : 1	-22	4	-1	-4	i	-1	0.1	-1.3
N#Cc1cccc(NC(=O)c2ccc(S(=O)(=O)N3CCOCC3)cc2)c1
 : 1	4	2	-1	1	i	1	-0.2	0.6
CN(Cc1ccccc1)c1ccc(S(=O)(=O)N2CCOCC2)cn1
 : 0	-2	3	3	-3	i	1	-0.4	0.8
O=C(COc1ccc(Br)cc1)Nc1ccc(NC(=O)c2ccccc2)cc1
 : -8	-3	2	0	-4	i	-1	-0.6	2.0
Cc1csc(=O)n1CC(=O)OCC(=O)Nc1cc(Cl)ccc1[N+](=O)[O-]
 : 3	8	-2	0	-5	i	-1	-0.2	0.5
COc1ccc(-c2noc(CNC(=O)c3ccc4c(c3)OCO4)n2)cc1
 : -1	17	-11	2	1	i	4	-0.5	-0.9
COc1ccc(C(C)=O)c2c1OCCO2
 : -1	0	1	-3	-9	i	-6	-1.3	0.0
C#CC(CC)(CC)NC(=O)/C=C/C(=O)O
 : 1	10	1	-1	-2	i	-8	0.2	-0.1
O=C(O)CCCC(=O)Nc1ccccc1C(=O)O
 : 0	-11	3	-3	-4	i	-5	0.2	0.2
Cc1cc(C)c(C(=O)COc2cccnc2[N+](=O)[O-])cc1C
 : 3	5	1	-2	0	i	6	-0.3	-0.2
CC(C)NC(=O)c1cc(C2CCCCN2C(=O)c2ccc(Cl)cc2)on1 (centres undefined)
 : 1	6	-5	-2	-4	i	-5	0.1	-0.5
Cc1ccc(S(=O)(=O)CCC(=O)OCC(=O)c2cc(C)n(C)c2C)cc1
 : 4	16	2	-8	-2	i	2	-0.5	-0.6
Cn1c(N)c(S(=O)(=O)NCc2ccc(F)cc2)c(=O)n(C)c1=O
 : -3	7	-4	2	-4	i	-3	-0.2	-0.3
COc1ccc(CN(C)C(=O)COC(=O)c2cnc(Cl)c(Cl)c2)cc1
 : -4	-1	-4	0	0	i	26	-0.4	0.6
O=C1Cc2ccccc2Sc2cc(OCCCN3CCCCC3)ccc21
 : -1	0	1	1	1	i	-7	-1.0	0.3
NC(Cc1ccc(F)cc1)c1csc(NC(=O)NC(c2ccccc2)c2ccccc2)n1 (centres undefined)
 : 0	-13	-8	-3	3	i	-2	0.2	-1.2
O=C(c1ccsc1)N1CCCC(N2CCN(c3ccccc3F)CC2)C1 (centres undefined)
 : 1	-7	-11	-3	0	i	-4	-0.4	-0.7

Some of the entries above, reformatted:
Compound,Rin1-Abl PPI inh,MLLE-PAM2 inh,eLon inh,CSN inh,bovine MsrA act,Neddylation inh,FAS-TE inh,TbMetRS inhib,MsrA inh
CN(Cc1ccccc1)c1ccc(S(=O)(=O)N2CCOCC2)cn1,0,-2,3,3,-3,i,1,-0.4,0.8
O=C(COc1ccc(Br)cc1)Nc1ccc(NC(=O)c2ccccc2)cc1,-8,-3,2,0,-4,i,-1,-0.6,2.0
Cc1csc(=O)n1CC(=O)OCC(=O)Nc1cc(Cl)ccc1[N+](=O)[O-],3,8,-2,0,-5,i,-1,-0.2,0.5
COc1ccc(-c2noc(CNC(=O)c3ccc4c(c3)OCO4)n2)cc1,-1,17,-11,2,1,i,4,-0.5,-0.9
COc1ccc(C(C)=O)c2c1OCCO2,-1,0,1,-3,-9,i,-6,-1.3,0.0
C#CC(CC)(CC)NC(=O)/C=C/C(=O)O,1,10,1,-1,-2,i,-8,0.2,-0.1
O=C(O)CCCC(=O)Nc1ccccc1C(=O)O,0,-11,3,-3,-4,i,-5,0.2,0.2
Cc1cc(C)c(C(=O)COc2cccnc2[N+](=O)[O-])cc1C,3,5,1,-2,0,i,6,-0.3,-0.2
CC(C)NC(=O)c1cc(C2CCCCN2C(=O)c2ccc(Cl)cc2)on1 (centres undefined),1,6,-5,-2,-4,i,-5,0.1,-0.5
Cc1ccc(S(=O)(=O)CCC(=O)OCC(=O)c2cc(C)n(C)c2C)cc1,4,16,2,-8,-2,i,2,-0.5,-0.6
Cn1c(N)c(S(=O)(=O)NCc2ccc(F)cc2)c(=O)n(C)c1=O,-3,7,-4,2,-4,i,-3,-0.2,-0.3

Further compounds follow:
Each structure is followed by: Rin1-Abl PPI inh	MLLE-PAM2 inh	eLon inh	CSN inh	bovine MsrA act	Neddylation inh	FAS-TE inh	TbMetRS inhib	MsrA inh
Cc1ccc(C(=O)OC(C)C(=O)NCc2ccc3c(c2)OCO3)cc1S(=O)(=O)N1CCOCC1 (centres undefined)
 : -1	-4	-2	2	-4	i	3	0.0	0.3
COc1ccc(S(=O)(=O)NC(C)C(=O)Nc2cccc(C(C)=O)c2)cc1 (centres undefined)
 : -1	17	-4	0	-3	i	-6	-0.8	0.3
CC(C)(C)N=C1NN=C(c2ccc(S(=O)(=O)N3CCCCC3)cc2)CS1
 : 6	21	0	0	-2	i	-1	0.2	0.2
C[n+]1c2n(c3ccccc31)N=C(c1cc(C(C)(C)C)c(O)c(C(C)(C)C)c1)CS2
 : 3	21	-2	-2	0	i	8	0.2	-0.7
CCn1c(=O)c([N+](=O)[O-])c(NCCc2ccc(OC)c(OC)c2)c2ccccc21
 : -2	6	-6	-6	-2	i	-7	0.1	1.7
O=C(Nc1ccc(Cl)cc1)C1c2cccc[n+]2CC(=O)N1Cc1ccc2c(c1)OCO2 (centres undefined)
 : 1	-148	-11	4	-2	i	-9	-0.3	0.6
CCOc1ccc(-c2ccc(SCC(=O)N3CCOCC3)nn2)cc1
 : 1	1	0	-9	1	i	-4	-0.6	1.7
Cc1nc(SCC(=O)Nc2ccc3c(c2)OCCO3)c2oc3ccccc3c2n1
 : -7	3	-3	3	-3	i	15	0.1	-1.2
COc1ccc(N2CCN(C(=O)c3ccc4ccccc4n3)CC2)cc1
 : -2	-8	-4	0	-3	i	4	0.5	-0.2
Nc1ccc2nc(Cc3ccccc3)[nH]c2c1
 : 0	-10	-2	-1	-4	i	-4	0.8	-1.4
Nn1c(-c2ccccc2)nc2ccccc2c1=O
 : 0	12	-4	1	-2	i	-4	0.2	1.7
CCOc1ccc(C2/C(=C(\O)c3ccc4c(c3)OCCO4)C(=O)C(=O)N2CCN2CCOCC2)cc1OC (centres undefined)
 : 0	-9	1	2	-3	i	-6	-0.2	1.3
COCCN(C(=O)Cc1cccs1)C(C(=O)NCc1ccc(OC)cc1)c1ccccc1 (centres undefined)
 : -1	-13	-9	0	-4	i	-6	-0.5	-0.5
Cc1ccc(NS(=O)(=O)c2c(C(=O)N3CCCCCC3)c(C)n(C)c2C)cc1C
 : 3	-1	3	1	-2	i	0	-0.5	0.3
CC(=O)Nc1ccc(S(=O)(=O)NCCSCc2c(Cl)cccc2Cl)cc1
 : -5	-3	-4	2	-2	i	16	0.4	0.5
CCC(c1nnnn1C(C)(C)C)N1CCN(C(=O)c2ccco2)CC1 (centres undefined)
 : 0	-8	3	3	-3	i	-3	-0.6	1.0
CN(C(=O)CSc1nc2c(c(=O)[nH]1)CCC2)c1ccccc1
 : 2	7	10	4	-2	i	-9	0.0	0.3
C[C@H](CO)N1C[C@H](C)[C@@H](CN(C)S(=O)(=O)c2ccc(Oc3ccccc3)nc2)OCc2cn(nn2)CCCC1=O
 : -1	-1	0	3	-7	i	-8	-1.0	-1.1
O=C(Nc1ccc(Cl)c(Cl)c1)Nc1ccccc1NS(=O)(=O)c1cccs1
 : 1	13	7	2	-3	i	13	-0.4	-0.7
O=C1NC(=O)C(Cc2ccccc2)(c2ccccc2)N1 (centres undefined)
 : 3	-22	4	-1	-7	i	-7	-0.4	0.4
O=C(CSc1nnc(-c2ccco2)o1)NC(=O)Cc1ccccc1
 : 0	12	3	5	-7	i	-7	-0.8	0.3
COc1ccc2c(c1OC)C(=O)OC2CC(=O)c1ccc(N(C)C)cc1 (centres undefined)
 : -1	2	2	1	-3	i	-1	-0.4	4.7*
